CHRM5 agonist: human M5 muscarinic receptor agonists, primary screen, CHO-K1 cells, Fluo-8 calcium fluorescence. AID 624037, 2012. CHO-K1 hM5 cells; 0% DMSO wells, 100% maximal acetylcholine response. actives 0.19% (n = 360,000). activation, % at 3 µM;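 active = activation above the run's mean over test compounds plus 3 SD, cut at about 23% in these data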;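 note: signal is peak over basal fluorescence ratio across the kinetic read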
M5 PAM: human M5 muscarinic receptor positive allosteric modulators, primary screen, CHO-K1 cells, Fluo-8 calcium fluorescence; Muscarinic acetylcholine receptor M5 (Homo sapiens), P08912; activation, % at 3 µM; actives 0.3% (n = 360,000); CHO-K1 hM5, ACh EC20 PAM; 0% = ACh EC20, 100% = ACh EC100;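 active = activation above the run cutoff, the mean activation of all test compounds plus 3 SD, cut at about 18% in these data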
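system = human M5 receptor in CHO-K1 cells | compound = one concentration, 3 µM final (nominal) | schedule = Post-acetylcholine fluorescence recording 140 s | signal = Fluo-8 calcium dye fluorescence, kinetic read | benchmarks = low control EC20 acetylcholine (0%), high control EC100 acetylcholine (100%) | repeats = singlicate, one well per test compound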
CRFR2-BP ag: agonists of CRF-BP/CRF-R2 complex, primary screen, cell-based, HEK293, calcium dye fluorescence, uHTS | calcium dye fluorescence (FLIPR); percent of saturating CRF peptide response | activation, % at 13.2 µM | actives 0.46% (n = 350,000);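 active = activation of at least 50%, plus an integration ratio under a set limit after plate pattern correction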;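 note: plate controls were neutral control wells without compound for no effect and CRF at EC100 for full effect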
CHRM4 agonist: human M4 muscarinic receptor agonists, primary screen, CHO-K1 cells, Fluo-8 calcium fluorescence | activation, % at 3 µM | CHO-K1 hM4/Gqi5; vehicle 0%, full acetylcholine response 100% | actives 0.14% (n = 360,000);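 active = activation above the run mean over all test wells plus 3 SD, cut at about 32% in these data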;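 note: peak over basal fluorescence ratio per well then scaled between controls; 0% = DMSO wells and 100% = acetylcholine at EC100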
CHRM4 PAM: human M4 muscarinic receptor positive allosteric modulators, primary screen, CHO-K1 cells, Fluo-8 calcium fluorescence. Muscarinic acetylcholine receptor M4 (Homo sapiens), P08173. CHO-K1 hM4/Gqi5, ACh EC20; 0% = ACh EC20, 100% = maximal ACh. activation, % at 3 µM. actives 0.4% (n = 360,000). AID 624126, 2012;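 active = activation above its plate's cutoff, the mean activation of sample wells plus 3 SD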; note: some results filed as inactive read as strong as hits
IDE cell inh: human IDE inhibitors in live cells, primary screen, fluorescence polarization, HEK cells, FAbetaB substrate; Insulin-degrading enzyme (Homo sapiens), P14735; FAbetaB cleavage; inhibition, % at 5.59 µM; actives 0.41% (n = 320,000);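 active = percent inhibition above the average of all tested compounds plus 3 SD, set per screening campaign, cut at about 16% in these data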;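 note: IDE supplied by intact live HEK cells; FP after avidin binding of uncleaved biotin substrate so inhibition keeps polarization high; 0% = DMSO wells and 100% = 60 µM reference IDE inhibitor Ii1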
Target sequence (P14735 whole entry, looked up): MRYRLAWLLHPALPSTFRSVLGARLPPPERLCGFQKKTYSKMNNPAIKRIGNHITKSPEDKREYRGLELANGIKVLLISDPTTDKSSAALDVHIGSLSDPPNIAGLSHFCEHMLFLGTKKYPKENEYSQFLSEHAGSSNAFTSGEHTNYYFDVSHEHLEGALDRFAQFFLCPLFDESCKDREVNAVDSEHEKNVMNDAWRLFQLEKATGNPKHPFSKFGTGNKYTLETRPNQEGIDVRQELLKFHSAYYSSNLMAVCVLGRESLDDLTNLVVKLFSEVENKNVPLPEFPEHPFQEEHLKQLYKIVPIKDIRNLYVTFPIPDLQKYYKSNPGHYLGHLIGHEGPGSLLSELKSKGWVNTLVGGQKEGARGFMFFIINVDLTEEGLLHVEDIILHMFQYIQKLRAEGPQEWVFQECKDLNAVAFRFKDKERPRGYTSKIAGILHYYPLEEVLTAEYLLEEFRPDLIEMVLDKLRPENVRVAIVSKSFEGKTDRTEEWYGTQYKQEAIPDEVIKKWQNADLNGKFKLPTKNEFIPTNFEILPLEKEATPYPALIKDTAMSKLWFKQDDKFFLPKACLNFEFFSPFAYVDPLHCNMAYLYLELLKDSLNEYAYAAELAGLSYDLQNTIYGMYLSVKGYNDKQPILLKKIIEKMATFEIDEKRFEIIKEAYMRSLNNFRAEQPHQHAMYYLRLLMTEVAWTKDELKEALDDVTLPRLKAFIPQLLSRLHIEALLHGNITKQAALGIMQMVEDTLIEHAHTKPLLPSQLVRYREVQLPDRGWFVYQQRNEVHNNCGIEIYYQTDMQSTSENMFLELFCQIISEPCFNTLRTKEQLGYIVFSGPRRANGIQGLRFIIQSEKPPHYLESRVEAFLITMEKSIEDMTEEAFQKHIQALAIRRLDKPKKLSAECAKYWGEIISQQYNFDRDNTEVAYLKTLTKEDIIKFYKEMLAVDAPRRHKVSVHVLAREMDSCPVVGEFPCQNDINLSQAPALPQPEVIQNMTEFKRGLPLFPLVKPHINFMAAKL
M4 antag: human M4 muscarinic receptor antagonists, primary screen, CHO cells, Fluo-8 calcium fluorescence | Muscarinic acetylcholine receptor M4 (Homo sapiens), P08173 | CHO-hM4 cells, ACh EC80 | inhibition, % at 3 µM | actives 0.73% (n = 360,000);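 active = inhibition above its plate's cutoff, the mean inhibition of sample wells plus 3 SD, cut at about 27% in these data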;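 note: 0% = acetylcholine EC80 with DMSO and 100% = DMSO without agonist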
CHRM5 antagonist: human M5 muscarinic receptor antagonists, primary screen, CHO cells, Fluo-8 calcium fluorescence; Muscarinic acetylcholine receptor M5 (Homo sapiens), P08912; CHO-hM5 cells, ACh EC80; inhibition, % at 3 µM; actives 0.59% (n = 360,000);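 active = inhibition above a per-plate cutoff, the mean of that plate's test compounds plus 3 SD, cut at about 27% in these data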;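 note: 0% = acetylcholine EC80 with DMSO and 100% = DMSO without agonist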
CRFR2-BP antag: antagonists of CRF-BP/CRF-R2 complex, primary screen, cell-based, HEK293, calcium dye fluorescence, uHTS; CRF-induced calcium fluorescence; inhibition, % at 11.8 µM; actives 0.59% (n = 350,000); AID 588475, 2011;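 active = inhibition of the ligand-induced calcium signal above about 50% at the single tested concentration, limit read from the data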
The depositor's hits bear a star; . = no result given.

1) OC(C#CCN1CCOCC1)c1cccs1 (stereo not given)
2) Cc1ccc(O)c(C2=Nc3ccccc3N=C(c3ccco3)C2)c1
3) COc1cc(S(=O)(=O)N2CCOCC2)ccc1NC(=O)COC(=O)C12CC3CC(CC(C3)C1)C2
4) CCCn1c(COc2ccccc2OC)nc2ccccc21
5) CCCNC(=O)C(Cc1ccc(Cl)cc1)NC(=O)c1ccc(-c2ccccc2)cc1 (stereo not given)
screen / no.	1	2	3	4	5
CHRM5 agonist	-2	2	-4	-8	2
M5 PAM	-2	2	-9	-11	6
CRFR2-BP ag	-1.6	4.2	-0.1	-2.0	-0.3
CHRM4 agonist	6	-2	1	2	1
CHRM4 PAM	-2	-6	4	6	13
IDE cell inh	4	0	3	7	-2
M4 antag	-2	2	2	-14	-8
CHRM5 antagonist	-1	-9	4	22	-4
CRFR2-BP antag	-2	-17	1	15	5

6) OC1CCN(C(=S)Nc2ccc(Nc3ccccc3)cc2)CC1
7) CC(=O)N1CC(C)Sc2ccc(S(=O)(=O)NCCc3cccc(C)c3)cc21 (stereo not given)
8) COc1ccc(C(CNC(=O)c2cccc(Br)c2)N2CCCC2)cc1 (stereo not given)
9) COc1cc(NC(=O)c2cc([N+](=O)[O-])ccc2NC(=O)CNC2CCCCC2C)cc(OC)c1 (stereo not given)
10) COC(=O)C1=C(C)NC(=O)NC1c1ccc([N+](=O)[O-])o1 (stereo not given)
screen / no.	6	7	8	9	10
CHRM5 agonist	2	4	-8	-4	-1
M5 PAM	4	-13	-1	-4	-4
CRFR2-BP ag	-0.9	-0.9	-1.6	-1.1	3.9
CHRM4 agonist	1	13	1	4	1
CHRM4 PAM	-5	-9	-7	-9	5
IDE cell inh	-2	-7	2	-5	1
M4 antag	2	11	7	9	1
CHRM5 antagonist	0	23	2	-1	9
CRFR2-BP antag	-22	-11	-4	-2	-1

11) Cc1c(NC(=O)c2ccc(S(=O)(=O)N(C)C)cc2)cccc1-n1cnnn1
12) O=C(COC(=O)c1cccc2c1C(=O)c1ccccc1C2=O)NC1CCCCC1
13) CCCCn1c(SCC(=O)NCc2ccco2)nc2c(sc3ccccc32)c1=O
14) CC(C)C[C@@H](CO)N1CCN(Cc2ccc(Br)cc2)CCC1=O
15) COc1cccc(C(=O)Nc2ccccc2N2CCOCC2)c1
screen / no.	11	12	13	14	15
CHRM5 agonist	1	-1	-1	1	3
M5 PAM	0	-7	-8	6	6
CRFR2-BP ag	-0.6	0.4	5.3	0.3	-0.6
CHRM4 agonist	0	6	6	5	1
CHRM4 PAM	2	-7	-9	0	5
IDE cell inh	-2	-8	-1	1	1
M4 antag	3	-4	-5	8	-6
CHRM5 antagonist	4	9	2	3	-2
CRFR2-BP antag	9	-8	2	-15	23

16) CC1(C)NC(=O)N(CC(O)CN2CCOCC2)C1=O (stereo not given)
17) CN(CC(=O)Nc1ccccc1Cl)C(=O)COC(=O)Cc1ccc(F)cc1
18) CCOc1ccc(NC(=O)COC(=O)Cn2cnc3ccccc32)cc1
19) Clc1ccc(N2N=C(c3cccs3)CC2c2ccco2)cc1 (stereo not given)
20) C[C@@H](C[C@@H](O)[C@H](O)C(C)(C)O)[C@@H]1CC[C@]2(C)C3=CC[C@H]4C(C)(C)C(=O)CC[C@]4(C)[C@H]3CC[C@@]12C
screen / no.	16	17	18	19	20
CHRM5 agonist	3	1	1	-4	5
M5 PAM	-1	2	-1	-7	12
CRFR2-BP ag	-0.6	-1.5	-1.3	2.5	0.0
CHRM4 agonist	1	2	1	-1	2
CHRM4 PAM	5	0	1	-4	0
IDE cell inh	1	5	5	-2	2
M4 antag	13	2	13	2	3
CHRM5 antagonist	1	-14	8	-18	14
CRFR2-BP antag	17	-8	5	-3	-17

21) CCOC(=O)c1ccc(N2C(=O)CC(NC3CCN(C(=O)c4ccc(F)cc4)CC3)C2=O)cc1 (stereo not given)
22) CCN(C(=O)c1ccccc1Cl)c1ccccc1
23) C=CCSc1nc(=O)n2cccc(C)c2n1
24) Cc1ccc2nc(SCC(=O)Nc3oc(C)c4c(C)n[nH]c(=O)c34)[nH]c2c1
25) CCOC(=O)C1CCN(C(=O)Nc2cccc(OC)c2)CC1
screen / no.	21	22	23	24	25
CHRM5 agonist	-1	0	0	6	3
M5 PAM	0	-1	-8	4	3
CRFR2-BP ag	0.7	-0.4	-3.4	0.5	-0.1
CHRM4 agonist	1	0	0	1	1
CHRM4 PAM	-1	2	4	18	-2
IDE cell inh	-3	-1	2	-3	3
M4 antag	-13	6	-4	-7	-1
CHRM5 antagonist	-6	-7	9	0	-3
CRFR2-BP antag	14	15	-16	-2	6

26) CC(C)c1ccc(/C=C(\NC(=O)c2ccccc2)C(=O)NCCN2CCOCC2)cc1
27) CC(C)c1ccc(NC(=S)NNC(=O)C2CC2)cc1
28) CCc1cc2c(NC3CCCC3)ncnc2s1
29) COC(=O)C1=C(CCc2ccccc2)NC(=O)NC1c1ccc([N+](=O)[O-])cc1 (stereo not given)
30) CC(C)CNC(=O)CSc1nc(-c2cccs2)cc(C(F)(F)F)n1
screen / no.	26	27	28	29	30
CHRM5 agonist	-5	-2	-1	0	-1
M5 PAM	2	-1	-12	6	0
CRFR2-BP ag	.	0.9	-9.5	-0.4	-0.4
CHRM4 agonist	3	2	8	3	0
CHRM4 PAM	2	-2	-10	5	-3
IDE cell inh	-7	0	10	-2	3
M4 antag	10	-5	11	1	2
CHRM5 antagonist	-4	8	15	0	3
CRFR2-BP antag	.	12	8	-15	-17

31) CC(=O)C1=C(Nc2ccccc2)CC(C)(O)C(C(C)=O)C1c1ccccc1 (stereo not given)
32) O=C(Nc1ccc2c(c1)CCCN2C(=O)c1cccs1)c1ccccc1
33) COc1ccc(C(CNC(=O)c2oc3ccccc3c2C)N2CCCC2)cc1 (stereo not given)
34) Cc1cccc(Cc2nnc(CCC(=O)NCc3ccncc3C)o2)c1
35) CCC(=O)Nc1cccc(C(=O)/C=C/c2ccc(F)cc2)c1
screen / no.	31	32	33	34	35
CHRM5 agonist	-2	0	-8	-5	3
M5 PAM	-4	2	4	-10	-7
CRFR2-BP ag	0.4	-2.7	13	-1.6	7.7
CHRM4 agonist	0	19	3	1	12
CHRM4 PAM	-2	-12	6	-3	-7
IDE cell inh	0	6	1	2	-1
M4 antag	-1	-7	-8	8	-5
CHRM5 antagonist	11	-3	1	20	1
CRFR2-BP antag	10	-3	-23	3	-36

36) O=C(c1ccc(Cl)cc1)C1CCCN(Cc2ccc(Oc3ncccn3)cc2)C1 (stereo not given)
37) CCOC(=O)C1CCN(c2ncnc3c2cnn3-c2ccccc2)CC1
38) CC(/C=N/NC(=O)c1ccccc1C)=C\c1ccccc1
39) CC(=O)NCCC(=O)Nc1nc2ccc(Oc3ccccc3)cc2s1
40) O=C(COC(=O)c1ccc(Br)o1)Nc1ncc(Cl)cc1Cl
screen / no.	36	37	38	39	40
CHRM5 agonist	-18	2	-3	-4	-4
M5 PAM	-31	1	-6	-2	3
CRFR2-BP ag	2.2	0.4	-3.0	-1.1	0.6
CHRM4 agonist	7	4	0	5	1
CHRM4 PAM	-45	0	-5	-3	-1
IDE cell inh	2	4	3	2	6
M4 antag	44*	3	-6	-2	7
CHRM5 antagonist	26	-8	1	-4	3
CRFR2-BP antag	-17	7	8	-1	12

Screen by screen, as entered above.
CHRM4 agonist for nos. 36–40: 7, 4, 0, 5, 1
M5 PAM for nos. 36–40: -31, 1, -6, -2, 3
CHRM5 antagonist for nos. 36–40: 26, -8, 1, -4, 3

Filtered by structure, the compounds so far containing bromine
8) COc1ccc(C(CNC(=O)c2cccc(Br)c2)N2CCCC2)cc1 (stereo not given)
14) CC(C)C[C@@H](CO)N1CCN(Cc2ccc(Br)cc2)CCC1=O
40) O=C(COC(=O)c1ccc(Br)o1)Nc1ncc(Cl)cc1Cl
screen / no.	8	14	40
CHRM5 agonist	-8	1	-4
M5 PAM	-1	6	3
CRFR2-BP ag	-1.6	0.3	0.6
CHRM4 agonist	1	5	1
CHRM4 PAM	-7	0	-1
IDE cell inh	2	1	6
M4 antag	7	8	7
CHRM5 antagonist	2	3	3
CRFR2-BP antag	-4	-15	12

(cont.)
41) CCCc1c(C(=O)N/N=C/c2ccc(C)s2)nnn1-c1nonc1N
42) Fc1ccc(CN2CCCCCCC2)c(F)c1
43) COc1cc(C(=O)OCC(C)=O)ccc1OCc1c(C)noc1C
44) Cc1cc(=O)oc(C)c1C(=O)N1CCCc2ccccc21
45) O=C(O)CCC(=O)c1c[nH]c2ccccc12
screen / no.	41	42	43	44	45
CHRM5 agonist	0	-2	-1	-2	0
M5 PAM	-1	2	6	-2	-5
CRFR2-BP ag	0.8	0.1	0.4	-2.8	0.1
CHRM4 agonist	1	0	3	0	0
CHRM4 PAM	-10	-6	10	8	-2
IDE cell inh	2	1	.	2	2
M4 antag	-1	10	-1	-3	11
CHRM5 antagonist	2	1	6	13	4
CRFR2-BP antag	-3	3	2	6	-6

46) Cn1c(SCC(=O)NCCC2=CCCCC2)nnc1C(F)(F)F
47) O=C(CN(C(=O)CCC(=O)Nc1nccs1)c1cccc(F)c1)NCc1ccccc1
48) CCOc1ccc(-c2c(=O)n(OCc3nc4ccccc4[nH]3)c3ccccc3[n+]2[O-])cc1
49) O=C(CNC(=O)c1ccc(Br)o1)NNC(=O)c1n[nH]c(=O)c2ccccc12
50) CSCC[C@H](NC(=O)[C@H](Cc1ccccc1)n1c(=O)[nH]c2ccccc2c1=O)C(=O)N[C@@H](Cc1ccccc1)C(=O)O
screen / no.	46	47	48	49	50
CHRM5 agonist	-1	-1	-1	-1	1
M5 PAM	3	0	-5	-7	-2
CRFR2-BP ag	3.0	-0.2	1.4	1.4	-0.4
CHRM4 agonist	1	0	9	0	0
CHRM4 PAM	5	-4	-9	-5	3
IDE cell inh	.	2	-8	7	-3
M4 antag	-6	8	3	8	-3
CHRM5 antagonist	-1	8	3	7	4
CRFR2-BP antag	4	-6	10	3	-6

51) CCOCCCNC(=O)c1ccc2c(c1)N=C(CC)c1cc(Br)ccc1S2
52) COc1cc(C(=O)OCC(=O)NCCC2=CCCCC2)cc(OC)c1OC
53) O=C(CCNS(=O)(=O)c1c(Cl)cccc1Cl)N1CCCC1
54) CCOc1ccc2[nH]cc(C(=O)O)c(=O)c2c1
55) Cc1cc(Br)cc(Cl)c1OCC(=O)N1CCN(C(=O)c2ccco2)CC1
56) CC(=O)C1=C(O)C(=O)N(c2cccc(Br)c2)C1c1ccc(Br)cc1 (stereo not given)
screen / no.	51	52	53	54	55	56
CHRM5 agonist	-3	2	2	2	-3	18
M5 PAM	5	3	5	-10	-2	-8
CRFR2-BP ag	-0.9	-1.7	0.8	-1.2	-2.2	-0.6
CHRM4 agonist	3	1	1	2	1	1
CHRM4 PAM	-4	0	7	0	-2	5
IDE cell inh	6	.	1	1	-2	-4
M4 antag	-10	2	-9	6	11	-15
CHRM5 antagonist	5	3	-4	11	7	16
CRFR2-BP antag	8	-2	0	16	8	-12

Screening results as filed in PubChem BioAssay.
